Compound activity: PubChem BioAssay, several laboratories
Tat transport: E. coli Tat transport inhibition. E. coli MC4100 TorA-mCherry Tat export, fluorescence. inhibition, % at 10 µM. 340,000 tested, 0.036% active. AID 488895;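 active = mean replicate inhibition at least 50% and at least half of replicates individually reaching 50%; inconclusive = only one of the two criteria met; inactive = neither criterion met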;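 note: exported cargo escapes ClpAP degradation while cytoplasmic cargo is degraded and loses fluorescence; 0% = median of neutral control wells and 100% = median of NaSCN control wells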
CAL PDZ inh: human CAL PDZ-peptide interaction inhibition. Q9HD26. purified CAL PDZ, TMR-peptide fluorescence polarization, 1 h. inhibition, % at 20 µM. 330,000 tested, 0.02% active;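 active = highest replicate inhibition of at least 40%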;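 note: plate controls were DMSO neutral control wells for no effect and unlabeled competitor peptide control wells for full effect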
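System: tagged CAL PDZ domain. Schedule: 1 h room-temperature incubation prior to read. Signal: fluorescence polarization (mP). Measure: percent inhibition from loss of millipolarization.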
Wnt act: Wnt/beta-catenin pathway activation. Wnt/beta-catenin reporter cell assay, activator, plate reader. activation, % at 9.35 µM. 300,000 tested, 1.2% active; in the data active = activation above about 30%, passing the limit was not always enough; inconclusive = no clear call, values can overlap the other calls;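 note: 0% = neutral control wells and 100% = positive control wells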
phage Ecoli inh: E. coli growth loss with phage present; growth absorbance; inhibition, % at 11.9 µM; 360,000 tested, 0.26% active; in the data active = inhibition above about 11%
PvdQ inh: blocks Pseudomonas aeruginosa PvdQ acylase activity; purified PvdQ acylase, fluorescence plate reader; inhibition, % at 10 µM; 340,000 tested, 0.063% active; AID 488965; in the data active = inhibition above about 30%, passing the limit was not always enough; inconclusive = no clear call, values can overlap the other calls;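 note: 0% = vehicle neutral wells and 100% = reference inhibitor wells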
E coli growth: bacterial growth inhibition, counter-screen for AddAB inhibitors. E. coli V3065 growth, OD600 absorbance, 18 h. inhibition, % at 11.9 µM. 330,000 tested, 0.27% active;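 active = inhibition above the campaign's mean inhibition across all tested compounds plus 3 SD, cut at about 9.9% in these data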;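 note: uninfected addAB+ strain grown without phage in ampicillin broth; 0% = DMSO wells and 100% = ciprofloxacin 0.95 µg/ml wells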
AddAB inh: less growth of phage-infected E. coli with AddAB; inhibition, % at 11.9 µM; 330,000 tested, 0.29% active; AID 435030; E. coli expressing H. pylori AddAB, absorbance growth; in the data active = inhibition above about 12%;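 note: 0% = vehicle wells of infected cells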
Rtt109 HAT inh: inhibitors of Candida albicans Rtt109/Vps75 histone acetyltransferase. Q5AAJ8. purified Rtt109/Vps75, ThioGlo CoA-SH fluorescence, 4 h. inhibition, % at 34.9 µM. 330,000 tested, 0.16% active;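 active = inhibition of at least 50% in every replicate; inconclusive = best replicate reaches 50% inhibition but some replicates fall short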
Target sequence (Q5AAJ8 whole entry, looked up): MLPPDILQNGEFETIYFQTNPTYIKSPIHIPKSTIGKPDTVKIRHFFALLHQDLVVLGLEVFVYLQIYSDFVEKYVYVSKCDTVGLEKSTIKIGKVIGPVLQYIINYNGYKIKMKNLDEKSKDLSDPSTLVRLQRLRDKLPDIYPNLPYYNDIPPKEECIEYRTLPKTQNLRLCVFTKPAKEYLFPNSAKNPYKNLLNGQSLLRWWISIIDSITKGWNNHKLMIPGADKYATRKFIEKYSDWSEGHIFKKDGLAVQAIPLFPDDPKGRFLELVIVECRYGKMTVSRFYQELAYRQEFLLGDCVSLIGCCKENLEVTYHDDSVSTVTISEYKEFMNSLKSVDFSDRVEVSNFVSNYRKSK
PfHsp90 set2: reduces growth (ATP signal) of yeast expressing P. falciparum Hsp90; inhibition, % at 9.4 µM; 310,000 tested, 0.32% active; S. cerevisiae expressing PfHsp90, BacTiter-Glo ATP, 48 h; yeast lacking PDR1 and PDR3 efflux regulators;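 active = every replicate shows inhibition above about 80%, whatever the replicate mean, limit read from the data; inconclusive = mean inhibition reaches the set limit but some replicate falls short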;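 note: 0% = DMSO neutral controls and 100% = 20 µM radicicol positive controls; yeast relying on Plasmodium falciparum Hsp90 in place of its own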
DAGLB inhibitor: blocks human DAGLB lipase activity; Q8NCG7; inhibition, % at 5.17 µM; HEK293T DAGLB membrane lysate, EnzChek fluorogenic substrate; AID 504411; 340,000 tested, 0.059% active; in the data active = inhibition above about 34%;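 note: 0% = enzyme with vehicle and 100% = wells lacking enzyme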
Target sequence (Q8NCG7 whole entry, looked up): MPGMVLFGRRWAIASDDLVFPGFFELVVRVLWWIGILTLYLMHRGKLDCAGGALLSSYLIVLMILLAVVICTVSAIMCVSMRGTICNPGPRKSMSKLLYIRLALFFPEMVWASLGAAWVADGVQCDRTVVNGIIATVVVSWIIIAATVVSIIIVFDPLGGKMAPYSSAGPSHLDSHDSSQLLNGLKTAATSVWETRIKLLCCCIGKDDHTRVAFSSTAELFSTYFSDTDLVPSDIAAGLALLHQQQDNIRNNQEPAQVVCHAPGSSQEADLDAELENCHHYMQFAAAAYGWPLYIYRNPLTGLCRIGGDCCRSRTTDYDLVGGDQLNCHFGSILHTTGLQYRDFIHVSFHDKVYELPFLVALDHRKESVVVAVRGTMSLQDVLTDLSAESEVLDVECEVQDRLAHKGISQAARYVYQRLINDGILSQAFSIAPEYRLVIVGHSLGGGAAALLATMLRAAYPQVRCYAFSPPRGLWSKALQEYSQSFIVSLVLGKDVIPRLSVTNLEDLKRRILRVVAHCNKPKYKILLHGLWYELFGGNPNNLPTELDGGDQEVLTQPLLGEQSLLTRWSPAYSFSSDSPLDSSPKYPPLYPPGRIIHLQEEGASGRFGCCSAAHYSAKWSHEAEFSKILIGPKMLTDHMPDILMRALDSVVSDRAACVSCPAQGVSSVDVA
Active calls of the source: *; ? = inconclusive; nt = not tested or not shown.

SMILES	Tat transport	CAL PDZ inh	Wnt act	phage Ecoli inh	PvdQ inh	E coli growth	AddAB inh	Rtt109 HAT inh	PfHsp90 set2	DAGLB inhibitor
CCN(CC)c1cc2nonc2c2nonc12	3	-2.9	2	-0.5	-16	-0.9	0.4	-9	-34	-6
C/C(CS(=O)(=O)c1ccc(Cl)c(Cl)c1)=N/NC(N)=S	-2	-0.7	0	0.1	-14	0.7	0.4	1	6	-2
COc1ccc([C@@H]2C[C@@H](c3ccccc3)Oc3cc(C)cc(C)c32)cc1	-13	0.0	-3	0.8	-20	nt	nt	-8	3	-16
CC(C)(C)OC(=O)N1CCC(CC2CC(c3ccccc3)=NO2)(C(=O)O)CC1 (stereo not given)	0	-0.5	1	1.2	15	1.1	1.6	-4	4	-2
CCCCn1c(N)c(N(CCOC)C(=O)COc2ccc(Cl)cc2)c(=O)[nH]c1=O	-3	-2.0	-1	2.6	7	1.0	0.6	-5	15	0
CCOC(=O)CNC(=O)c1ccc(SCC)cc1	3	-0.3	29	2.7	5	-2.1	0.6	-6	10	-1
CCn1c(=S)sc2c(=O)[nH]c(SCC(=O)Nc3cc(OC)ccc3OC)nc21	2	-8.0	-1	0.3	-15	-1.1	-0.3	4	11	12
O=C(NCc1cccs1)c1ccccc1[N+](=O)[O-]	0	-1.2	3	0.4	-13	0.7	1.1	2	11	-1
CN1/C(=C\C(=O)Nc2ccc(F)cc2)C(C)(C)c2ccccc21	-11	-0.4	-1	0.3	-2	0.7	6.5	-8	10	-5
O=C(CNC(=O)c1ccccc1)NC1(C(=O)NC2CCCC2)CCCCC1	?	-0.1	nt	-0.5	-4	1.7	-1.3	-1	-2	0
Cc1cccc(-c2nc(=S)c3c(n2Cc2ccco2)CCCC3)c1	-2	-1.6	-3	0.9	-3	-0.2	-0.2	-9	nt	4
CC1(C)CC2C1CCC1(O)CC2(C)CCC1N(O)c1ccc(C(=O)NCCO)cn1 (stereo not given)	7	0.6	-2	3.0	-2	6.0	4.0	0	11	3

Some values from the results shown.
CCOC(=O)CNC(=O)c1ccc(SCC)cc1 in CAL PDZ inh has -0.3
CCCCn1c(N)c(N(CCOC)C(=O)COc2ccc(Cl)cc2)c(=O)[nH]c1=O in Rtt109 HAT inh has -5
COc1ccc([C@@H]2C[C@@H](c3ccccc3)Oc3cc(C)cc(C)c32)cc1 in Tat transport has -13

(listing goes on)
SMILES	Tat transport	CAL PDZ inh	Wnt act	phage Ecoli inh	PvdQ inh	E coli growth	AddAB inh	Rtt109 HAT inh	PfHsp90 set2	DAGLB inhibitor
Cc1ccc(-c2cc(C(=O)Nc3nccs3)c3ccccc3n2)o1	-1	-4.3	nt	2.2	3	0.1	1.1	3	0	3
COc1ccc(CCNC(=O)CSCC(=O)Nc2cc(S(C)(=O)=O)ccc2Cl)cc1	-1	-1.7	1	1.7	1	-1.0	3.3	32	-4	-2
COCC(=O)N(C)C[C@H]1N[C@@](C)(C(=O)OC)[C@H]2C(=O)N(Cc3ccccc3)C(=O)[C@@H]12	-14	-0.5	-2	5.5	-10	-4.7	-1.2	2	-21	0
O=C(NNC(=S)Nc1ccccc1)c1ccc2ncccc2c1	-1	-1.2	0	0.3	-10	-2.1	2.5	2	-16	1
O=C(NC(NC(=S)Nc1c(Cl)cccc1Cl)C(Cl)(Cl)Cl)OCc1ccccc1 (stereo not given)	-17	-0.9	-1	6.4	-9	1.9	3.4	2	12	1
CC(C)(C)OC(=O)N1CCC[C@H]1c1nnc(SCC(=O)Nc2cccc(Cl)c2)o1	-1	-1.2	-3	0.6	-18	2.0	0.8	-2	0	-3
O=C(NCc1ccco1)C1CCCN(S(=O)(=O)c2cc(Cl)ccc2Cl)C1 (stereo not given)	-6	-1.4	0	0.3	-17	1.0	-1.4	2	2	2
O=C(COc1ccc(Br)cc1)NNC(=O)Cc1ccc(S(=O)(=O)N2CCOCC2)s1	4	-2.0	0	1.1	5	nt	nt	-1	nt	-1
COc1cc(C(CCN2CCOCC2)c2c(OC)cc(OC)c3c(-c4ccccc4)cc(=O)oc23)cc(OC)c1OC (stereo not given)	9	-1.1	0	1.5	-6	-4.5	-3.3	4	-4	-3
O=C(Nc1ccc(C(=O)N2CCCC2)cc1)Nc1ccc(Cl)cc1Cl	-1	-0.9	-4	2.5	20	0.0	1.1	5	-3	3
O=C(COC(=O)C1CC(=O)N(c2nc(-c3ccccc3)cs2)C1)c1ccccc1 (stereo not given)	6	-2.9	nt	2.9	3	0.4	1.2	21	-6	-7
COC(=O)c1ccc(-n2c(C)cc(/C=N/n3cnnc3)c2C)cc1	-20	-1.6	0	-1.5	6	1.6	2.5	9	3	-3
CCOC(=O)c1sc(C)c2c1NC(C)(c1cccc3ccccc13)NC2=O (stereo not given)	5	0.5	nt	-0.1	-10	-0.6	3.2	0	nt	1
CCOc1ccc2[nH]cc(C(=O)N3CCN(C4CCCCC4)CC3)c(=O)c2c1	-7	-1.9	nt	-1.4	3	4.0	5.6	-1	8	2
Cc1ccc(C)c(SCC(=O)OCC(=O)Nc2ccc(S(=O)(=O)N3CCOCC3)cc2)c1	4	0.4	nt	0.0	3	-2.0	-0.9	7	15	-1
COc1cc(/C=C/C(=O)OCc2cn3cc(Cl)ccc3n2)ccc1O	-6	-0.3	-5	4.0	12	-2.3	0.7	2	15	-1
Cc1cc(C)c(S(=O)(=O)NCc2ccncc2)c(C)c1	-1	-0.4	-10	1.2	-13	-1.5	2.2	0	2	-2
COc1ccc(/C=N/c2oc(-c3ccccc3)cc2C#N)cc1OC	-1	0.2	2	1.8	-5	1.5	2.0	-2	-61	-1
OC(COc1ccc2ccccc2c1Br)Cn1cnc(-c2ccccc2)c1 (stereo not given)	0	-2.4	-5	3.8	-12	0.6	3.0	-2	-25	-2
COCCNC(=O)C(c1ccc(O)cc1)N(C(=O)CCC(=O)Nc1nccs1)c1cccc(C)c1 (stereo not given)	7	-0.1	0	4.3	-1	-1.7	3.3	7	-16	-2
CCOc1ccc(C(=O)NCC(c2cccs2)N2CCOCC2)cc1 (stereo not given)	-5	-0.5	0	1.1	-6	-2.4	-0.7	2	-15	0
CN(C)CCCCOc1ccc(F)cc1	5	-0.6	0	3.3	-9	-0.4	3.4	-7	17	-3
COc1ccc([C@H]2CC(=O)C=C(c3cccc(OC)c3)C2)cc1	-2	-1.1	-2	1.4	-9	-2.0	0.3	-5	-26	-11
CSc1ccc(C(=O)C2CCCN(C(=O)CCc3cnn(C)c3)C2)cc1 (stereo not given)	-3	-1.3	-1	0.0	-9	0.9	3.1	3	-48	-2
COc1ccc(OC)c(NC(=O)COC(=O)CCCN=C2NS(=O)(=O)c3ccccc32)c1	0	-2.0	-4	1.3	-3	0.2	-0.1	-2	7	0
COc1ccc(C2CC(=O)c3c(ccc4ccccc34)N2)cc1OC (stereo not given)	8	-0.8	-1	2.5	-13	-3.8	-0.8	-3	7	0
Cc1nccc(-c2cccc(N/N=C(\C#N)C(=O)c3ccccc3)c2)n1	26	-0.6	-1	1.9	4	0.2	2.4	3	-3	9
O=C(c1ccco1)N1CCN(c2ncnc3scc(-c4ccc(F)cc4)c23)CC1	-1	nt	-2	2.4	6	1.1	2.5	9	1	-1
O=C(Cn1cnnn1)NC1CCCN(Cc2ccccc2F)C1 (stereo not given)	4	0.3	-1	1.7	-6	-0.3	1.5	-7	6	2
O=C(CN1C(=O)COc2ccccc21)c1cccc(Cl)c1	6	nt	nt	-1.0	-7	-1.8	0.9	3	nt	-3
C[n+]1ccc(C(=O)NCCC[N+](C)(C)C)cc1/C=N/O	-7	-0.6	1	3.2	-11	1.0	2.1	3	5	0
CCOc1cc(/C=N/NC(=O)Cn2nc([N+](=O)[O-])cc2C)ccc1OCc1ccc(F)cc1	-4	-0.8	nt	1.2	9	-1.7	-1.2	28	-11	3
COc1ccc(CCNC(=O)CCS(=O)(=O)c2ccc3c(c2)oc(=O)n3C)cc1OC	1	-2.4	-1	-2.1	-12	1.6	3.0	-5	3	-1
CCOc1cc(C(=O)NC(=S)Nn2cnnc2)cc(OCC)c1OCC	2	0.4	0	1.8	9	-0.9	2.5	5	-41	1
CCOC(=O)NC(Nc1ncccn1)(C(F)(F)F)C(F)(F)F	0	nt	3	1.8	4	-1.3	-0.6	4	-21	0
Cc1nnc(NC(=O)CN2CCN(Cc3ccccc3)CC2)s1	-6	-0.5	-1	1.8	-13	-1.6	2.2	8	-3	1

The final 2 compounds of the part before open the next one:
SMILES	Tat transport	CAL PDZ inh	Wnt act	phage Ecoli inh	PvdQ inh	E coli growth	AddAB inh	Rtt109 HAT inh	PfHsp90 set2	DAGLB inhibitor
CCOC(=O)NC(Nc1ncccn1)(C(F)(F)F)C(F)(F)F	0	nt	3	1.8	4	-1.3	-0.6	4	-21	0
Cc1nnc(NC(=O)CN2CCN(Cc3ccccc3)CC2)s1	-6	-0.5	-1	1.8	-13	-1.6	2.2	8	-3	1
Cc1ccc2cc(C3C(C#N)=C(N)Oc4c3ccc3cccnc43)c(=O)[nH]c2c1 (stereo not given)	-2	-1.5	1	nt	2	3.4	2.8	-2	9	36*
O=c1[nH]c(C2CCN(S(=O)(=O)c3ccccc3)CC2)nc2c1nnn2Cc1cccc(Cl)c1	6	-5.0	-3	-2.0	-9	0.5	1.7	5	-7	0
CCCn1c(SCC(=O)NCCc2ccccc2)nnc1-c1ccco1	-4	-1.8	nt	2.2	12	1.0	-0.4	5	13	1
O=C(CSc1ncnc2nc[nH]c12)N1CCOCC1	2	-1.6	nt	-0.5	-8	0.1	-0.2	nt	-17	-1
Cc1cc(C)c(S(=O)(=O)c2ccc(F)cc2C)c(=O)[nH]1	-6	-0.8	0	1.2	6	-1.9	-2.4	-6	7	0
Cc1cccc(C)c1NC(=O)CN(C)C(=O)[C@H](C)NC(=O)c1ccco1	1	-1.3	-2	1.7	7	-1.6	0.3	-1	-6	-1
CCOC(=O)C1=C(c2ccccc2)OC(N)=C(C#N)C1C(C)C (stereo not given)	-7	-0.3	nt	2.6	-13	-0.2	-0.7	0	-1	-4

For convenience, part of the list above:
SMILES	Tat transport	CAL PDZ inh	Wnt act	phage Ecoli inh	PvdQ inh	E coli growth	AddAB inh	Rtt109 HAT inh	PfHsp90 set2	DAGLB inhibitor
Cc1cccc(C)c1NC(=O)CN(C)C(=O)[C@H](C)NC(=O)c1ccco1	1	-1.3	-2	1.7	7	-1.6	0.3	-1	-6	-1
CCOC(=O)C1=C(c2ccccc2)OC(N)=C(C#N)C1C(C)C (stereo not given)	-7	-0.3	nt	2.6	-13	-0.2	-0.7	0	-1	-4
